# LEDGF integ inh = blocks HIV-1 LEDGF/p75-dependent DNA integration; TR-FRET IN-LEDGF/p75 DNA integration, Eu/Cy5; inhibition, % at 3.7 µM; actives 0.64% (n = 370,000); AID 743269;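 active = inhibition above the screen-wide mean plus 3 SD, cut at about 13% in these data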;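 note: signal is the Cy5 over europium emission ratio at 671 and 618 nm; 0% = plate median of compound wells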
# TDP2 absorb = TDP2 (human) inhibition, absorbance primary screen; O95551; recombinant TDP2, T5PNP hydrolysis, p-nitrophenol absorbance 415 nm; inhibition, % at 12.8 µM; actives 0.34% (n = 370,000); AID 720702;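 active = inhibition above the mean of all tested compounds plus 3 SD, set per campaign, cut at about 25% in these data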;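 note: 0% = DMSO with enzyme and 100% = buffer with substrate but no TDP2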
# Target sequence (O95551 whole entry, looked up): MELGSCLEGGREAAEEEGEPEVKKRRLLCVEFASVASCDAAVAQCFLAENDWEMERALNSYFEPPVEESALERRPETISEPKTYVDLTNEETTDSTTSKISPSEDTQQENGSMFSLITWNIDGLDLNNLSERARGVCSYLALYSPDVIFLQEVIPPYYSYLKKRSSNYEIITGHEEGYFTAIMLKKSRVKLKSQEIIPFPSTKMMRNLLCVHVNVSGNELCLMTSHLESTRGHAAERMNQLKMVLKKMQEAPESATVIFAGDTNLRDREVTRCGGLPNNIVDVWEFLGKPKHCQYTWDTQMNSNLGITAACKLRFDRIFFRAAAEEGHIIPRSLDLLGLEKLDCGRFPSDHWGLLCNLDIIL
#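 Incubation: 2 h at 37 °C; Test system: recombinant human TDP2; Quantity: enzyme 120 nM; Read-out basis: percent inhibition; Medium: 50 mM Tris-HCl pH 7.5 with Mg2+, KCl, DTT, BSA; Repeats: single replicate; Compound: 12.8 µM single point, 1% DMSO; Signal: epi absorbance; Reagent: 5 mM T5PNP chromogenic substrate; Benchmarks: no-enzyme high, DMSO-plus-enzyme low.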
# KLK7 zymogen act = proKLK7 (human) activation, primary screen; P49862; purified proKLK7, EDANS-DABCYL substrate fluorescence; 100% is mature enzyme control, 0% vehicle; activation, % at 7 µM; actives 0.9% (n = 370,000); AID 652039;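 active = activation above the mean of all tested compounds plus 3 SD, computed per campaign excluding outliers beyond control limits, cut at about 13% in these data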
# Target sequence (P49862 whole entry, looked up): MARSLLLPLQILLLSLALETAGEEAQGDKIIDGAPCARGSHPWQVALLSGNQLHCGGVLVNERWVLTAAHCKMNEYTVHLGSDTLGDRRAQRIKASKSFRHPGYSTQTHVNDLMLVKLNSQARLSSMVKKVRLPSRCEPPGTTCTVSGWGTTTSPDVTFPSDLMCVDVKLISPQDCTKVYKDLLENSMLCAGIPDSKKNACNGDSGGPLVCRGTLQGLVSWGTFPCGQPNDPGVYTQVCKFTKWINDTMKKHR
# Tn7 DDE FP = DD(E)-Tn7 binding inhibition, primary FP screen. P02675. FP displacement of FITC-Tn7 peptide from fibrin DD(E); 0% = median of compound wells per plate. inhibition, % at 8.3 µM. actives 0.13% (n = 370,000);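 active = inhibition above the mean of compounds falling within the control limits plus 3 SD of them, cut at about 14% in these data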;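 note: 0% = plate median of compound wells and 100% = 10 µM Aha-Tn7 peptide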
#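 system = human fibrin DD(E) protein | quantity = DD(E) 2 µM final | medium = Tris/NaCl/CaCl2 buffer, pH 7.8 | also added = labelled Tn7 tracer, 0.1 µM | compound dosing = single point at 8.3 µM | timing = compound with protein 10 min, then 3 h after probe, room temperature | signal = FP measurement | benchmarks = Aha-Tn7 high control | repeats = one replicate per compound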
# ARFGAP1 inhibitor = rat ARFGAP1 inhibition; actives 0.26% (n = 360,000); inhibition, % at 16.5 µM; Q62848; Arfgap1-stimulated ARF1 GTP hydrolysis, GDP FP detection;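 active = inhibition above a per-plate limit, mean inhibition of low control wells plus 3 SD, cut at about 25% in these data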;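 note: 0% = DMSO wells with enzyme and 100% = wells lacking Arfgap1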
# Target sequence (Q62848 1-136 limits assumed): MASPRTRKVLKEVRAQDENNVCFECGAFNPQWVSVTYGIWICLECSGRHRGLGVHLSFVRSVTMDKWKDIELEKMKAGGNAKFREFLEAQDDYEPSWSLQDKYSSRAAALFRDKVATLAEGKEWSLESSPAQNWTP
#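 Material: truncated rat Arfgap1 GAP domain; Incubation: compound-enzyme preincubation 20 min, reaction 120 min, detection 60 min, 25 °C; Read-out: percent inhibition of Arfgap1-stimulated GTP hydrolysis; Technique: FP, GDP Alexa 633 tracer displaced from anti-GDP antibody, 620/688 nm; Controls: No-Arfgap1 wells (100%) versus DMSO full-reaction wells (0%); Replication: single well per compound.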
# ASAP1 GAP inh = inhibitors of human ASAP1 ArfGAP activity | ASAP1-stimulated ARF1 GTP hydrolysis, GDP FP detection | inhibition, % at 16.5 µM | actives 0.19% (n = 360,000) | AID 624377; in the data active = inhibition above about 25%;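 note: 0% = vehicle with enzyme and substrate and 100% = no enzyme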
# ADAM10 inh = inhibits human ADAM10 | actives 0.62% (n = 370,000) | O14672 | recombinant ADAM10, EDANS/DABCYL FRET peptide cleavage, 3 h | inhibition, % at 7 µM | AID 720582;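 active = inhibition above a per-campaign cutoff equal to the mean of compounds falling between control-based bounds plus 3 SD, cut at about 20% in these data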;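 note: 0% = DMSO wells while the 100% control is not disclosed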
# DDE Tn6 FP inh = inhibitors of Tn6 peptide binding to human fibrin DD(E); P02675; Fibrin DD(E) TRITC-Tn6 fluorescence polarization displacement; inhibition, % at 8.3 µM; actives 0.21% (n = 370,000); AID 720509;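 active = inhibition above a per-campaign cutoff: mean of compounds within control limits plus 3 SD, cut at about 15% in these data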;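 note: 0% = median of all compound wells on the plate and 100% = blocking peptide control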
# PLCg1 inh = inhibitors of human phospholipase C gamma1. purified PLC-gamma1, fluorogenic substrate, fluorescence. inhibition, % at 12.2 µM. actives 0.84% (n = 370,000); in the data active = inhibition above about 9.5%
# ADAM17 inh = inhibitors of human ADAM17; P78536; inhibition, % at 6.95 µM; recombinant ADAM17, EDANS/DABCYL FRET peptide cleavage; actives 0.83% (n = 370,000); AID 720648;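 active = inhibition above the mean of compounds lying between control limits plus 3 SD, set per campaign, cut at about 8.5% in these data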;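 note: 0% = DMSO-only wells as the low control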
# Active calls of the source: *; i = inactive; . = no result given.
item	SMILES	KLK7 zymogen act	ASAP1 GAP inh	ADAM17 inh	PLCg1 inh	DDE Tn6 FP inh	ARFGAP1 inhibitor	Tn7 DDE FP	TDP2 absorb	LEDGF integ inh	ADAM10 inh
1	COCCCN1C(=O)C(O)=C(C(C)=O)C1c1ccccn1 (stereo unspecified)	-0.3	1	-3	-2	-4	-7	3	-2	1	0
2	CCCCN(CCCC)CC(O)COc1ccc(Br)cc1 (stereo unspecified)	0.3	3	-1	1	2	9	13	2	-7	-3
3	COc1ccc(C(=O)N2CCN(Cc3ccccc3)CC2)cc1[N+](=O)[O-]	0.1	-15	0	2	-7	-7	5	-4	3	6
4	CCC(CC)c1nc(C#N)c(NCc2ccccc2)o1	0.1	-1	1	0	-8	-3	-3	-12	6	6
5	COc1ccc(C(C)=O)cc1COC(=O)CNC(=O)c1ccc(F)cc1	-0.1	14	-2	-4	4	10	11	2	1	2
6	Cc1cc(Cl)nc(-c2ccccc2O)n1	-0.3	-13	-1	0	5	0	3	-6	-5	-3
7	CCC(CC)C(=O)N(C)c1c(C)nc2c(OCc3cc(Cl)cc(Cl)c3)cccn12	0.0	20	0	-2	0	3	-2	2	1	3
8	COc1ccccc1Cn1c(=S)[nH]c2cc(C(=O)NCC(OC)OC)ccc2c1=O	0.3	-15	0	4	2	2	1	12	4	0
9	CCn1c(SCC(=O)N/N=C/c2cccc(Oc3ccccc3)c2)nnc1-c1ccccc1	0.7	.	-2	1	-2	.	1	0	0	5
10	CCN1CCN(C(=O)Cn2nc(C)n3c(cc4c(OC)cccc43)c2=O)CC1	21*	-3	i	i	6	6	2	2	0	i
11	Cc1ccc(OCc2cc(C(=O)NCc3cn4ccccc4n3)no2)cc1C	0.2	1	-3	-1	-1	-4	-4	-6	3	2
12	N#Cc1ccc(CSc2ncnc3c2cnn3Cc2ccccc2)cc1	0.0	18	-5	3	1	0	5	9	3	-8
13	O=C(NCC(=O)N(Cc1ccco1)C(C(=O)NC1CCCCC1)c1cccnc1)c1cccs1 (stereo unspecified)	-0.2	-1	-2	0	3	-7	-3	0	0	-4
14	O=C1CC(=O)N2CCSC2=N1	-0.3	7	-1	2	1	-11	3	-9	2	3
15	COc1cc(C)c(COc2ncnc3ccccc23)cc1OC	0.6	-10	0	1	4	3	-5	2	2	1
16	Nc1ncnc2c1ncn2[C@@H]1O[C@H](C(=O)N[C@@H](CO)c2ccccc2)[C@@H](O)[C@H]1O	0.1	-6	1	6	1	-6	0	-5	4	5
17	O=C(COC(=O)c1c(Cl)cccc1Cl)NCc1cccs1	-0.4	10	-3	-3	3	11	2	8	1	0
18	COc1nc(Oc2ccc(/C=N/O)cc2)nc(N(C)C)n1	-0.3	-2	-3	1	2	-1	4	4	-3	0
19	CC(C)CC(N)c1csc(Nc2ccc(C(=O)N(C)Cc3ccccc3)cn2)n1 (stereo unspecified)	0.0	1	-6	-16	-2	-4	7	9	0	-24
20	COc1ccc(OCC(=O)N(Cc2ccco2)C2CCS(=O)(=O)C2)cc1 (stereo unspecified)	-0.8	6	-2	2	-2	1	-4	-7	5	-7
21	Cc1ccc(C(=O)N2CCN(c3ccc(NC(=O)COc4ccccc4C)cc3)CC2)cc1	0.5	6	1	-1	-2	10	-8	5	-1	2
22	COc1ccccc1CC(=O)N1CCCc2ccccc21	0.5	8	-3	4	-8	1	1	-4	2	-3
23	COc1ccc(C)cc1-n1nnnc1SCC(=O)NC1CCS(=O)(=O)C1 (stereo unspecified)	0.5	17	1	3	3	-3	0	-11	3	-6
24	CCN1CCN(c2ccc(N3CCN(S(=O)(=O)c4cccc([N+](=O)[O-])c4)CC3)nn2)CC1	0.0	4	-2	1	2	3	0	-8	4	-4
25	O=C(c1ccc(C(F)(F)F)cc1)C1CCCN(C(=O)CN2CCCC2=O)C1 (stereo unspecified)	0.0	-11	-2	0	-8	3	-4	5	4	-3
26	CC(=O)Nc1cc(-c2ccccc2N(C)C)cn2c(-c3cccc(C(F)(F)F)c3)cnc12	2.9	-12	-40	-203	3	3	21*	-9	9	-173
27	C/C(=N\NC(=O)c1c(Cl)cnn1C)c1cccnc1	0.1	5	-4	-3	-2	-6	8	4	-4	-5
28	N=C(c1cccc([N+](=O)[O-])c1)N1CCCCC1	-0.2	2	-6	-1	2	0	-2	3	0	-8
29	O[C@@H](CNC[C@H](O)c1ccccc1)c1ccccc1	-0.3	-8	-2	3	-3	5	-7	-8	-1	5
30	Cc1cc(OCC(=O)N(C)C2CCCCC2)ccc1Cl	0.3	-5	-2	0	-2	-1	-9	-9	1	10
31	Cn1c(=O)c(-c2ccccc2)nc2ccccc21	1.2	-6	-203	-159	9	1	2	1	-4	i
32	CCN1CCN(Cc2nc3ccc([N+](=O)[O-])cc3c(=O)n2-c2ccc(OC)cc2OC)CC1	-0.2	-1	0	5	-3	-14	5	-8	5	-5
33	Cc1nnc(SC(C)C(=O)N(C)C2CCCCC2)n1N (stereo unspecified)	0.3	7	1	4	3	-12	5	2	-4	-20
34	CC1(C)N([O-])c2cc([N+](=O)[O-])ccc2[N+]1=O	0.1	7	-2	2	-1	-5	0	6	21*	-1
35	Cc1cccc(C(=O)N2CCCC(Nc3ccc(C)c(C)c3)C2)n1 (stereo unspecified)	0.1	-7	-3	2	-5	8	1	7	0	-3
36	COc1cccc(C(c2nnnn2Cc2ccccc2)N2CCN(C(=O)c3ccco3)CC2)c1OC (stereo unspecified)	-0.2	1	-3	-3	-4	-12	1	3	3	6
37	OC[C@H]1O[C@@H](c2nc(-c3ccc(CN4CCOCC4)cc3)no2)[C@H](O)[C@@H](O)[C@H]1O	-0.7	5	-2	3	4	1	-1	0	16*	1
38	CCN(CC)C(=O)NC1CC(=O)N(c2ccc(OC)cc2)C1 (stereo unspecified)	0.2	3	0	6	-8	9	-6	-17	2	1
39	CNC(=S)NN=C(C)c1ccc(OC)cc1O	-0.5	-1	2	-1	-7	-6	2	-6	-3	3
40	Cc1nc2c(C)cccn2c1/C(O)=C1\C(=O)C(=O)N(CCN(C)C)C1c1ccncc1 (stereo unspecified)	0.5	4	-1	1	-4	-13	0	8	0	-2
41	CC(=O)N1c2ccc(S(=O)(=O)N(C)CC(=O)NCc3ccc(C)cc3)cc2CC1C (stereo unspecified)	-0.1	-9	-3	-1	7	8	-2	5	2	8
42	CCn1cc(Br)c(C(=O)Nc2ccc(OC)cc2)n1	0.2	3	-1	0	6	4	3	-2	-1	-5
43	CCC(C(=O)NC1CCCC1)N(Cc1ccco1)C(=O)CNS(=O)(=O)c1ccccc1 (stereo unspecified)	0.2	0	0	2	6	11	0	-6	3	0
44	CCOc1ccc(CCNC(=O)COC(=O)c2oc3ccccc3c2COC)cc1OCC	-0.3	7	4	14*	-6	8	2	-17	2	6
45	O=C(N/N=C/C=C/c1ccccc1[N+](=O)[O-])c1cccs1	0.0	-9	1	7	2	-3	-3	5	5	2
46	Nc1ccc(CN2CCCCCC2)cc1	0.0	6	-3	-2	2	-4	1	-3	1	-11
47	O=C(CCN1C(=O)C2C3C=CC(C3)C2C1=O)NCc1cccnc1 (stereo unspecified)	-0.1	-16	-3	-1	-2	-5	8	1	0	5
48	Cc1ccc(S(=O)(=O)N2c3ccc(S(N)(=O)=O)cc3CC2C)cc1 (stereo unspecified)	-0.5	-6	-1	0	-4	-1	6	0	-3	6
49	COc1cc2c(cc1OC)CN(CC(=O)Nc1ccc(C)cc1)CC2	5.9	7	-8	-56	-2	6	1	12	6	-19
50	CN(C)CCCOC(=O)c1ccc(Br)cc1	-0.7	18	-4	0	9	17	2	-4	-1	-5
51	Cc1c(C(=O)/C=C/N(C)C)nnn1-c1ccc(Cl)cc1C#N	-3.9	-9	-4	-83	-1	4	8	7	1	-2
52	Cc1cc(N2CCOCC2)nc(SCC(=O)c2ccc(Cl)cc2)n1	0.4	15	-5	3	-5	-8	-1	3	1	-13
53	O=C(O)c1ccc(Nc2nc3ccccc3nc2NS(=O)(=O)c2ccc(F)cc2)cc1	0.8	0	-3	-35	9	-8	0	4	2	-9
54	O=C(NC(=S)Nc1ccc(Cl)c(C(=O)O)c1)c1ccco1	-0.5	0	2	1	3	19	-3	-3	1	4
55	CC(=O)c1cccc(NC(=O)CSc2n[nH]c(-c3ccncc3)n2)c1	-0.3	-15	-2	-2	6	-2	-2	4	1	-3
56	CCOc1cc(CNc2ccccc2)cc(Br)c1OCC(=O)NC(C)(C)C	0.0	18	7	4	-2	5	2	-7	-2	15
57	Fc1ccc(-c2nnc(CSc3nnc(-c4cccs4)o3)o2)cc1	0.0	6	-5	-8	-2	2	0	4	1	-18
58	COc1cc2[nH]c(=S)nc(NCc3cccs3)c2cc1OC	0.0	3	-1	-2	-7	4	9	3	2	-4
59	CCOc1ccc(S(=O)(=O)NCC2CCCO2)c2ccccc12 (stereo unspecified)	-0.9	-4	-7	-1	-1	-15	1	0	1	-4
60	CCOC(=O)c1[nH]c(=O)[nH]c1CN(Cc1ccco1)Cc1[nH]c(=O)[nH]c1C(=O)OCC	0.1	1	7	1	2	6	0	-2	0	2

# (further entries)
item	SMILES	KLK7 zymogen act	ASAP1 GAP inh	ADAM17 inh	PLCg1 inh	DDE Tn6 FP inh	ARFGAP1 inhibitor	Tn7 DDE FP	TDP2 absorb	LEDGF integ inh	ADAM10 inh
61	CC(C)=C1C2CCC1C1C(=O)N(CCc3ccccc3)C(=O)C21 (stereo unspecified)	0.0	-5	1	1	7	-17	-3	-1	-3	-7
62	CN(CCC#N)C(=O)COC(=O)/C=C/c1cccs1	-0.4	9	-1	7	-7	-2	2	-11	-7	-12
63	O=C(NNc1c(Cl)cccc1Cl)C1CCC1	-0.1	12	0	0	-2	-5	8	-6	0	1
64	CCc1nc2ccc(C(=O)N(C)CCN(C)C)cn2c1N(CC)C(=O)NCCc1ccccc1	0.2	-2	-3	1	1	-3	-15	6	0	-19

# A second format for some results above:
# Order of results: KLK7 zymogen act, ASAP1 GAP inh, ADAM17 inh, PLCg1 inh, DDE Tn6 FP inh, ARFGAP1 inhibitor, Tn7 DDE FP, TDP2 absorb, LEDGF integ inh, ADAM10 inh
63: O=C(NNc1c(Cl)cccc1Cl)C1CCC1
    -0.1, 12, 0, 0, -2, -5, 8, -6, 0, 1
64: CCc1nc2ccc(C(=O)N(C)CCN(C)C)cn2c1N(CC)C(=O)NCCc1ccccc1
    0.2, -2, -3, 1, 1, -3, -15, 6, 0, -19

# Copied from the list:
# In TDP2 absorb, CN(CCC#N)C(=O)COC(=O)/C=C/c1cccs1 has the entry -11
# In ADAM10 inh, O=C(NNc1c(Cl)cccc1Cl)C1CCC1 has the entry 1

# Screening results from PubChem.
